# Screening results (PubChem)
# CHO-K1 Ca antag: nonselective inhibitor or artifact in parental CHO-K1 cells; ATP-induced calcium, Fluo-8 fluorescence; inhibition, % at 3 µM; actives 0.6% (n = 360,000); AID 602250;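 active means inhibition above a per-plate cutoff, the plate's mean sample inhibition plus 3 SD, cut at about 24% in these data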;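 further: 0% = DMSO plus EC80 ATP and 100% = DMSO alone without ATP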
# OXTR potentiator: human OXTR potentiators, primary screen, fluorescence, CHO-OTR cells, Fluo-8 calcium; Oxytocin receptor (Homo sapiens), P30559; Fluo-8 calcium fluorescence, potentiator mode; 0% = oxytocin EC15, 100% = EC100; activation, % at 3 µM; actives 0.061% (n = 320,000); AID 2445, 2010;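 active means activation above that plate's cutoff, the mean activation of tested compounds plus 3 SD, cut at about 6.6% in these data, passing the limit was not always enough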;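 further: 100% uses oxytocin at 75 nM as the full agonist control; some results filed as inactive read as strong as hits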
# Target sequence (P30559 whole entry, looked up): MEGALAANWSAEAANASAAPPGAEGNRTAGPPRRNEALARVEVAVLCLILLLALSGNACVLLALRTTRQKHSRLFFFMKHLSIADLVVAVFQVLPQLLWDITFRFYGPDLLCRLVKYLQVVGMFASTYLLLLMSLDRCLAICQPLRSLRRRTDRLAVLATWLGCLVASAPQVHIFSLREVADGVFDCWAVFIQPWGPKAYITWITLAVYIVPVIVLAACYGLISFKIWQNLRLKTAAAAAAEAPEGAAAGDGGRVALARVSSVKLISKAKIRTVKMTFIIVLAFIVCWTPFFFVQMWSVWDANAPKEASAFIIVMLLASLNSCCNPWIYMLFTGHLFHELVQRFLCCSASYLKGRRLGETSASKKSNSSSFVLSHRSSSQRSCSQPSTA
#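 Dosing: Single dose, 3.0 µM nominal final compound concentration | Material: Human OTR in CHO cells | Technique: Kinetic Fluo-8 calcium fluorescence | Benchmarks: EC15 oxytocin alone as 0%, 75 nM oxytocin as 100% | Probe or stimulus: Oxytocin at about EC15, sub-maximal agonist stimulus | Incubation: Compound 6 min at room temperature before oxytocin, 100 s read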
# CHO-K1 Ca ag: counter-screen for M1 agonists: effect in parental CHO-K1 cells; Fluo-8 calcium fluorescence; scaled to maximal ATP response, vehicle zero; actives 0.48% (n = 360,000); activation, % at 3 µM; in the data active means activation above about 15%;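 further: untransfected CHO-K1 host cells lacking M1 receptor as counterscreen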
# TAAR1 antagonist: human TAAR1 antagonists, primary screen, Fluo-8 calcium fluorescence, CHO RD-HGA16 cells | actives 1.5% (n = 360,000) | AID 624466, 2012 | Trace amine-associated receptor 1 (Homo sapiens), Q96RJ0 | inhibition, % at 3 µM | antagonist;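 active means inhibition above a per-plate cutoff, the mean inhibition of test compounds on that plate plus 3 SD, cut at about 49% in these data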;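 further: 0% = DMSO plus EC80 beta-PEA response and 100% = DMSO alone without agonist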
# Target sequence (Q96RJ0 whole entry, looked up): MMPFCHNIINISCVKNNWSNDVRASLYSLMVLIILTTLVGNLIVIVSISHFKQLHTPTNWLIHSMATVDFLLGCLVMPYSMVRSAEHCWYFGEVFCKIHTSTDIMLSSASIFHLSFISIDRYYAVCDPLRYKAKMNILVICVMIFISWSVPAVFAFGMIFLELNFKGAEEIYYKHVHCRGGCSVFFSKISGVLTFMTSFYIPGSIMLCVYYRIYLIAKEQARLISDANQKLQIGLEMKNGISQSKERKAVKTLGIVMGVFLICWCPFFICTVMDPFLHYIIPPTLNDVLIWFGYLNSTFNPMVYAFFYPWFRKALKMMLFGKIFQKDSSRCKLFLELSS
#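 Test system – hTAAR1-expressing CHO RD-HGA16 cells, Gα16-coupled · Also added – β-PEA at EC80 concentration, post-compound challenge · Compound – 3 µM, single point · Incubation – dye loading 75 min at 37 °C, then 30 min room temperature · Measured by – Fluo-8 intracellular calcium dye fluorescence, real-time kinetic reads · Benchmarks – vehicle and agonist controls · Replicates – singlicate, one well per test compound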
# TAAR1 agonist: human TAAR1 agonists, primary screen, Fluo-8 calcium fluorescence, CHO RD-HGA16 cells | vehicle wells 0%, saturating PEA agonist 100% | activation, % at 3 µM | actives 0.99% (n = 360,000) | AID 624467, 2012;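 active means activation above the mean activation of all test compounds in the run plus 3 SD, cut at about 38% in these data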
#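 Assay system: CHO-derived RD-HGA16 cells with stable Gα16 and human TAAR1; timing: 17-24 h seeding, 75 min 37 °C dye, 30 min RT; read-out: % activation from peak over basal fluorescence ratio, DMSO-to-PEA scaled; measured by: kinetic Fluo-8 calcium fluorescence; benchmarks: low control DMSO, high control PEA (EC100); doses: 3 µM single concentration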
# V1aR counter: agonists of human V1a receptor, primary screen, counter-screen for OXTR agonist project, fluorescence, CHO-V1R cells | Fluo-8 calcium fluorescence, agonist mode; 0% DMSO, 100% 3 nM vasopressin | AID 2797, 2010 | actives 0.25% (n = 320,000) | activation, % at 3 µM;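 active means activation above the mean activation of all tested compounds plus 3 SD, per screening run, cut at about 20% in these data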;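 further: signal is peak over basal fluorescence ratio across a 100 second FLIPR read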
# CHRM1 agonist: human M1 muscarinic receptor agonists, primary screen, Fluo-8 calcium fluorescence, CHO-K1 cells, HTS; CHO-K1 hM1, agonist mode; 0% DMSO, 100% acetylcholine EC100; activation, % at 3 µM; actives 0.33% (n = 360,000);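 active means activation above the run's mean compound activation plus 3 SD, cut at about 16% in these data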;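 further: peak over basal fluorescence ratio within a 140 s kinetic read after compound addition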
# CHO parental Ca: ATP-evoked calcium signal inhibitors, parental CHO, primary screen, counter-screen for OX1R antagonist project, cell-based, fluorescence, Fluo-8 calcium dye | parental CHO-K1, ATP-induced calcium, Fluo-8 fluorescence | inhibition, % at 5.6 µM | actives 0.63% (n = 330,000) | AID 463079, 2010;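 active means inhibition above that plate's mean sample inhibition plus 3 SD, cut at about 26% in these data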;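 further: 0% = ATP-challenged DMSO wells and 100% = DMSO wells without ATP; some compounds past the cut are filed as inactive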
#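 Assay system – parental CHO cells · Reagent – ATP stimulus · Detection – intracellular calcium via Fluo-8 no-wash fluorescent dye · Evaluation – percent inhibition of ATP-evoked calcium rise, normalized to controls · Controls – ATP wells versus no-ATP DMSO wells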
# M1 PAM parental: nonselective calcium activators in parental CHO-K1 cells, primary screen, counter-screen for M1 PAM project, cell-based, Fluo-8 calcium fluorescence, full deck, 1536-well. ATP EC20; 0% at ATP EC20, 100% at ATP max. activation, % at 3 µM. actives 0.02% (n = 360,000). AID 602247, 2012;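 active means activation above the run cutoff, the mean activation of all test compounds plus 3 SD, cut at about 40% in these data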;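 further: peak over basal fluorescence ratio in a 140 s read after ATP addition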
# An asterisk follows results filed as active; . = no result given.
# Letter code: A = CHO-K1 Ca antag; B = OXTR potentiator; C = CHO-K1 Ca ag; D = TAAR1 antagonist; E = TAAR1 agonist; F = V1aR counter; G = CHRM1 agonist; H = CHO parental Ca; I = M1 PAM parental
(1) O=C(c1ccc(-c2cccc([N+](=O)[O-])c2)o1)N1CCN(c2ccc([N+](=O)[O-])cc2)CC1
  A: 2	B: .	C: 0.8	D: 29	E: -1	F: .	G: 0	H: .	I: -6

(2) O=C(CN1C(=O)S/C(=C\c2ccc(F)cc2)C1=O)NCCCn1ccnc1
  A: -9	B: -4	C: 0.7	D: -14	E: 0	F: -0.6	G: 2	H: -19	I: 9

(3) COCCCNC(=O)CSc1nc2ccc(N3CCOCC3)cc2c(=O)n1CCc1ccccc1
  A: -4	B: -1	C: 0.5	D: -10	E: 16	F: -0.7	G: -4	H: -16	I: 7

(4) Cc1ccc(C)c(NC2=C(Cl)C(=O)OC2OC(C)C)c1 (configuration not stated)
  A: -9	B: -6	C: 0.7	D: -25	E: 10	F: -0.5	G: -13	H: -14	I: 14

(5) O=C(Nc1ncn[nH]1)c1ccc([N+](=O)[O-])cc1[N+](=O)[O-]
  A: -3	B: -1	C: 0.5	D: -6	E: 0	F: -0.6	G: -1	H: -12	I: 18

(6) CC1(C)CC(=O)C2=C(C1)NC(=O)CC2c1ccccc1F (configuration not stated)
  A: -7	B: 1	C: 0.4	D: 6	E: -2	F: 0.7	G: -4	H: -7	I: 14

(7) COCCCNC(=O)CNC(=S)N(Cc1ccc(F)cc1)C1CCCCC1
  A: -41	B: 2	C: -0.1	D: 6	E: 1	F: 1.2	G: -4	H: -18	I: 21

(8) N#Cc1c2c(c(=S)n(-c3ccccc3)c1N)CCCC2
  A: -9	B: -14	C: 1.6	D: -20	E: 0	F: -0.7	G: -3	H: -9	I: 17

(9) O=C1CN(C(=O)CN2CCN(S(=O)(=O)c3ccccc3)CC2)c2ccccc2N1
  A: -14	B: .	C: 0.8	D: 1	E: 1	F: .	G: -4	H: .	I: 26

(10) COc1cc(NC(=O)C2CC(=O)N(CCc3ccc(F)cc3)C2)cc(OC)c1OC (configuration not stated)
  A: -14	B: 1	C: 0.9	D: 5	E: 1	F: -0.6	G: -3	H: 0	I: 4

# Following part.
# Letter code: A = CHO-K1 Ca antag; B = OXTR potentiator; C = CHO-K1 Ca ag; D = TAAR1 antagonist; E = TAAR1 agonist; F = V1aR counter; G = CHRM1 agonist; H = CHO parental Ca; I = M1 PAM parental
(11) Cc1ccccc1CN1CCC(Oc2ccc(C(=O)N3CCCC3)cc2)CC1
  A: -15	B: -2	C: 1.9	D: -33	E: 3	F: 1.0	G: -13	H: -20	I: 6

(12) O=C(O)C1=C[C@@H](c2ccc3c(c2)OCO3)C[C@@H](OCCCCO)O1
  A: -13	B: -2	C: 0.2	D: 3	E: 8	F: 0.2	G: -4	H: -11	I: 5

(13) O=C(Cn1cnc2c(oc3ccccc32)c1=O)N1CCN(c2ccccc2)CC1
  A: 13	B: -4	C: -0.1	D: 4	E: 14	F: 0.6	G: 0	H: -3	I: -7

(14) COc1ccc(N(C(=O)c2cnsn2)C(C(=O)NC2CCCCC2)c2ccncc2)cc1 (configuration not stated)
  A: 1	B: -8	C: -0.4	D: -12	E: 5	F: -0.6	G: -7	H: -13	I: -1

(15) NC(=O)C1C(c2ccccc2)=C1c1ccccc1
  A: -6	B: -2	C: 2.9	D: -1	E: 6	F: 3.9	G: 1	H: -12	I: 21

(16) CCn1c(O)c(C#N)c(C)cc1=O
  A: -8	B: -9	C: 0.7	D: -17	E: 4	F: 0.6	G: -1	H: 5	I: 15

(17) CCCCNC(=O)C(NC(=O)c1cccc(C(F)(F)F)c1)C(=O)c1ccccc1 (configuration not stated)
  A: -19	B: .	C: 0.6	D: 18	E: 0	F: .	G: -2	H: .	I: 15

(18) COc1ccc(CNn2c(-c3ccccc3F)nc3ccccc3c2=O)cc1OC
  A: 0	B: -10	C: 2.8	D: 18	E: 4	F: 0.1	G: -3	H: -17	I: 1

(19) C/C(CC(=O)Nc1ccc(C)c(Cl)c1)=N\NC(=O)c1cccc(O)c1
  A: -7	B: -19	C: 2.2	D: -1	E: 9	F: -0.6	G: -2	H: -8	I: 19

(20) CCC(C)NC(=O)Cn1c(=O)n(CCCCCC(=O)Nc2ccccc2)c(=O)c2sccc21 (configuration not stated)
  A: -5	B: -8	C: 0.3	D: 4	E: -1	F: 0.1	G: -4	H: -11	I: 8

# The listing continues.
# Letter code: A = CHO-K1 Ca antag; B = OXTR potentiator; C = CHO-K1 Ca ag; D = TAAR1 antagonist; E = TAAR1 agonist; F = V1aR counter; G = CHRM1 agonist; H = CHO parental Ca; I = M1 PAM parental
(21) COc1ccc(C(=O)NCc2nnc(SCC(=O)NC3CCCC3)o2)cc1
  A: -8	B: -6	C: 0.7	D: -17	E: 0	F: 1.4	G: -2	H: -19	I: 15

(22) CC1NC(=O)c2cc3ccccc3cc2-n2c1nc1cc(F)ccc1c2=O (configuration not stated)
  A: -8	B: .	C: 0.1	D: -7	E: 4	F: .	G: -2	H: .	I: 2

(23) CC(C)(C)C(=O)Nc1nc(-c2ccc3c(c2)OCO3)cs1
  A: -1	B: -12	C: 15*	D: -4	E: 6	F: -0.2	G: 1	H: -14	I: -13

(24) CC(C)CN(CCNC(=O)CC1Oc2ccccc2NC1=O)CC(C)C (configuration not stated)
  A: -24	B: -5	C: 1.2	D: -21	E: 0	F: 0.1	G: -13	H: -11	I: 32

(25) CCOC(=O)c1c(CC(C)C)csc1NC(=O)COC(=O)c1cc(OC)c(OC)cc1[N+](=O)[O-]
  A: -8	B: -11	C: 0.4	D: 0	E: 2	F: 0.1	G: -7	H: -21	I: 17

(26) COC(=O)c1cc(Br)c(=O)n(-c2ccccc2OC)c1
  A: -6	B: -10	C: -0.3	D: -1	E: 0	F: -0.3	G: -3	H: -10	I: 16

(27) O=C(c1ccc2ccccc2n1)N1CCN(c2ccccn2)CC1
  A: -8	B: -2	C: 1.0	D: -2	E: 5	F: 1.7	G: -3	H: -9	I: 3

(28) Cc1ccc(C)c(N2CCN(C(=O)C3CCCN(c4ncnc5c4nc4n5CCCCC4)C3)CC2)c1 (configuration not stated)
  A: -9	B: -24	C: 6.4	D: 41	E: 16	F: 2.9	G: -3	H: -16	I: 9

(29) COC(=O)c1cccc(CC2(C)C(=O)Nc3ccc(OC(F)(F)F)cc32)c1 (configuration not stated)
  A: -9	B: .	C: 1.0	D: -40	E: -1	F: .	G: -5	H: .	I: 14

(30) COc1cc(-c2noc(C)c2C(=O)N[C@@H](CO)Cc2ccccc2)cc(OC)c1OC
  A: -18	B: .	C: 0.5	D: -5	E: 0	F: .	G: -4	H: .	I: 8

# One compound at a time, from the list above. Values in the order: CHO-K1 Ca antag | OXTR potentiator | CHO-K1 Ca ag | TAAR1 antagonist | TAAR1 agonist | V1aR counter | CHRM1 agonist | CHO parental Ca | M1 PAM parental
# CC(C)CN(CCNC(=O)CC1Oc2ccccc2NC1=O)CC(C)C (configuration not stated) reads -24 | -5 | 1.2 | -21 | 0 | 0.1 | -13 | -11 | 32
# CCOC(=O)c1c(CC(C)C)csc1NC(=O)COC(=O)c1cc(OC)c(OC)cc1[N+](=O)[O-] reads -8 | -11 | 0.4 | 0 | 2 | 0.1 | -7 | -21 | 17
# CC(C)(C)C(=O)Nc1nc(-c2ccc3c(c2)OCO3)cs1 reads -1 | -12 | 15* | -4 | 6 | -0.2 | 1 | -14 | -13
# Cc1ccc(C)c(N2CCN(C(=O)C3CCCN(c4ncnc5c4nc4n5CCCCC4)C3)CC2)c1 (configuration not stated) reads -9 | -24 | 6.4 | 41 | 16 | 2.9 | -3 | -16 | 9
# COc1cc(-c2noc(C)c2C(=O)N[C@@H](CO)Cc2ccccc2)cc(OC)c1OC reads -18 | . | 0.5 | -5 | 0 | . | -4 | . | 8

# Next part.
# Letter code: A = CHO-K1 Ca antag; B = OXTR potentiator; C = CHO-K1 Ca ag; D = TAAR1 antagonist; E = TAAR1 agonist; F = V1aR counter; G = CHRM1 agonist; H = CHO parental Ca; I = M1 PAM parental
(31) O=[N+]([O-])c1cc(S(=O)(=O)NCCc2ccccn2)ccc1Cl
  A: -13	B: 0	C: -0.2	D: 1	E: 69*	F: 0.3	G: -3	H: -5	I: 11

(32) Cc1cc(C(=O)NCCN2CCN(c3cccc(Cl)c3)CC2)n(-c2ccccc2)n1
  A: -10	B: -5	C: 1.1	D: -12	E: 1	F: 1.7	G: -4	H: -22	I: 10

(33) c1ccn(-c2ccc(-c3ccn[nH]3)cc2)c1
  A: -10	B: -2	C: 1.3	D: 9	E: 6	F: 1.3	G: -6	H: -2	I: 15

(34) COc1ccc(C)cc1NC(=O)NCc1ccccn1
  A: -13	B: -3	C: 0.2	D: 0	E: 5	F: 0.6	G: -4	H: -10	I: 22

(35) COc1ccccc1S(=O)(=O)Cc1ccc(C(=O)N2CCN(c3ccccc3)CC2)o1
  A: 14	B: -8	C: 4.4	D: 14	E: 23	F: 3.6	G: 11	H: -15	I: 6

(36) Cc1nn2c(-c3ccc(S(=O)(=O)N4CCN(C)CC4)o3)nnc2c2ccccc12
  A: -10	B: -2	C: 0.4	D: -25	E: 1	F: 2.1	G: -4	H: -9	I: 18

(37) O=C(NCC1CCCO1)[C@@H]1CSC2c3ccccc3C(=O)N21 (some centres not stated)
  A: -5	B: -14	C: -0.2	D: -6	E: 9	F: 0.2	G: -4	H: -14	I: 10

(38) COC(=O)[C@@]1(Cc2ccc(F)cc2)[C@H]2c3cc(C(=O)N4CCCC4)n(Cc4ccc(Cl)c(C(F)(F)F)c4)c3C[C@H]2CN1C(=O)c1ccccc1
  A: 0	B: .	C: 1.7	D: -37	E: 2	F: .	G: .	H: .	I: 2

(39) CCN1CCN(CCCN(Cc2ccco2)C(=S)Nc2ccc(C)c(Cl)c2)CC1
  A: -9	B: -2	C: 2.1	D: -16	E: 2	F: 1.1	G: -5	H: -6	I: 20

# Compounds as they come, and some 3.3% of all compounds hit somewhere here.
